# DDE Tn6 FP inh: DD(E)-Tn6 binding inhibition, primary FP screen | P02675 | Fibrin DD(E) TRITC-Tn6 fluorescence polarization displacement | inhibition, % at 8.3 µM | 370,000 compounds, 0.21% hits;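 active = inhibition above a per-campaign cutoff: mean of compounds within control limits plus 3 SD, cut at about 15% in these data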;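 also: 0% = median of all compound wells on the plate and 100% = blocking peptide control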
# ADAM17 inh: ADAM17 inhibition, QFRET primary screen; 370,000 compounds, 0.83% hits; recombinant ADAM17, EDANS/DABCYL FRET peptide cleavage; AID 720648; inhibition, % at 6.95 µM;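 active = inhibition above the mean of compounds lying between control limits plus 3 SD, set per campaign, cut at about 8.5% in these data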;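 also: 0% = DMSO-only wells as the low control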
# Target sequence (P78536 215-824 limits assumed): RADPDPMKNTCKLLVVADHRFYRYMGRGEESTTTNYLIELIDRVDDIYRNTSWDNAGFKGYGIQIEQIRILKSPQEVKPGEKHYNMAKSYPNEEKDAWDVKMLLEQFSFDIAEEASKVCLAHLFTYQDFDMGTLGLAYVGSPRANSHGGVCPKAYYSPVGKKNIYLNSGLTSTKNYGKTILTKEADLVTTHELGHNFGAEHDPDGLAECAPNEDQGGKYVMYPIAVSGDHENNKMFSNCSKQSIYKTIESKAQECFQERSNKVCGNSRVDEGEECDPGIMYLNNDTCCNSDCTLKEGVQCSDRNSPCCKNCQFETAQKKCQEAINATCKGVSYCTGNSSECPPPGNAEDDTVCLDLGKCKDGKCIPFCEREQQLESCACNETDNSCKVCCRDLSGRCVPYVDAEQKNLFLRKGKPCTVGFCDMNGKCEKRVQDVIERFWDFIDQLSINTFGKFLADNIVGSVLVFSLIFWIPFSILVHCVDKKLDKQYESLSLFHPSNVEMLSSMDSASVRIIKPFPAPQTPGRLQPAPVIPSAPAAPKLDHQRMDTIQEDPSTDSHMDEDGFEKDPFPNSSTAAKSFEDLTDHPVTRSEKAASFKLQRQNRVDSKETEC
# KLK7 zymogen act: activators of human kallikrein-7 zymogen; P49862; purified proKLK7, EDANS-DABCYL substrate fluorescence; 100% is mature enzyme control, 0% vehicle; activation, % at 7 µM; 370,000 compounds, 0.9% hits; AID 652039;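 active = activation above the mean of all tested compounds plus 3 SD, computed per campaign excluding outliers beyond control limits, cut at about 13% in these data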
# TDP2 absorb: blocks human TDP2 phosphodiesterase activity | O95551 | recombinant TDP2, T5PNP hydrolysis, p-nitrophenol absorbance 415 nm | inhibition, % at 12.8 µM | 370,000 compounds, 0.34% hits | AID 720702;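 active = inhibition above the mean of all tested compounds plus 3 SD, set per campaign, cut at about 25% in these data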;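 also: 0% = DMSO with enzyme and 100% = buffer with substrate but no TDP2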
# Target sequence (O95551 whole entry, looked up): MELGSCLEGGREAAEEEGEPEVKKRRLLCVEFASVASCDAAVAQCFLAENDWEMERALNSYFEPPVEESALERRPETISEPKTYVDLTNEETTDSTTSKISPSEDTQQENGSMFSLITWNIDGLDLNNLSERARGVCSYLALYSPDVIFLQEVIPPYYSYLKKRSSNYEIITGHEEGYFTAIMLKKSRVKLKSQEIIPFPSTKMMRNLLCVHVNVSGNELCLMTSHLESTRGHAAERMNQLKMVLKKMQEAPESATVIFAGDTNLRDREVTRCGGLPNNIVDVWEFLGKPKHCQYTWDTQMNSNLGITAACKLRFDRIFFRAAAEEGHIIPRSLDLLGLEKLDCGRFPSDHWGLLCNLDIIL
#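 System – recombinant human TDP2 · Quantity – TDP2 enzyme at 120 nM final · Doses – single concentration, 12.8 µM nominal, with 1% DMSO · Incubation – 2 h at 37 °C · Measured by – epi absorbance of p-nitrophenol freed from T5PNP by hydrolysis · Read-out – % inhibition relative to enzyme-containing and enzyme-free wells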
# ASAP1 GAP inh: inhibitors of human ASAP1 ArfGAP activity. Q9ULH1. ASAP1-stimulated ARF1 GTP hydrolysis, GDP FP detection. inhibition, % at 16.5 µM. 360,000 compounds, 0.19% hits. AID 624377; in the data active = inhibition above about 25%;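 also: 0% = vehicle with enzyme and substrate and 100% = no enzyme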
# ADAM10 inh: inhibitors of human ADAM10 | recombinant ADAM10, EDANS/DABCYL FRET peptide cleavage, 3 h | 370,000 compounds, 0.62% hits | O14672 | AID 720582 | inhibition, % at 7 µM;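 active = inhibition above a per-campaign cutoff equal to the mean of compounds falling between control-based bounds plus 3 SD, cut at about 20% in these data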;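 also: 0% = DMSO wells while the 100% control is not disclosed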
# Tn7 DDE FP: DD(E)-Tn7 binding inhibition, primary FP screen | P02675 | FP displacement of FITC-Tn7 peptide from fibrin DD(E); 0% = median of compound wells per plate | inhibition, % at 8.3 µM | 370,000 compounds, 0.13% hits | AID 720508;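 active = inhibition above the mean of compounds falling within the control limits plus 3 SD of them, cut at about 14% in these data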;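 also: 0% = plate median of compound wells and 100% = 10 µM Aha-Tn7 peptide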
#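 Assay system: human fibrin DD(E). Input: DD(E) 2 µM final. Medium: Tris buffer with calcium and detergent, pH 7.8. Compound dosing: single point at 8.3 µM. Timing: 10 min plus 3 h, room temperature. Technique: fluorescence polarization of the labelled Tn7 tracer. Read-out: percent inhibition. Replicates: singlicate testing.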
# LEDGF integ inh: blocks HIV-1 LEDGF/p75-dependent DNA integration | inhibition, % at 3.7 µM | 370,000 compounds, 0.64% hits | TR-FRET IN-LEDGF/p75 DNA integration, Eu/Cy5;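 active = inhibition above the screen-wide mean plus 3 SD, cut at about 13% in these data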;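 also: signal is the Cy5 over europium emission ratio at 671 and 618 nm; 0% = plate median of compound wells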
# ARFGAP1 inhibitor: inhibits rat ARF GTPase activating protein 1; AID 651572; Arfgap1-stimulated ARF1 GTP hydrolysis, GDP FP detection; inhibition, % at 16.5 µM; 360,000 compounds, 0.26% hits;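 active = inhibition above a per-plate limit, mean inhibition of low control wells plus 3 SD, cut at about 25% in these data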;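 also: 0% = DMSO wells with enzyme and 100% = wells lacking Arfgap1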
# Target sequence (Q62848 1-136 limits assumed): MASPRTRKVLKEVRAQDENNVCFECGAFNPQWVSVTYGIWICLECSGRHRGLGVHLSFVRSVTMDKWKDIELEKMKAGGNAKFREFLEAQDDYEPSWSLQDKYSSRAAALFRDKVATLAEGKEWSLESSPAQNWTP
#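 System: truncated rat Arfgap1 GAP domain / Medium: HEPES-based buffer, pH 7.5 / Also added: N-terminally truncated human ARF1-GTP substrate / Incubation: enzyme reaction 120 min at 25 °C after 20 min preincubation / Measured by: FP of antibody-bound GDP Alexa 633 tracer, ex 620/em 688 nm / Replicates: singlicate, each compound tested once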
# PLCg1 inh: PLC-gamma1 (human) inhibition, primary screen; P19174; purified PLC-gamma1, fluorogenic substrate, fluorescence; inhibition, % at 12.2 µM; 370,000 compounds, 0.84% hits; AID 720700; in the data active = inhibition above about 9.5%
# * marks the source's active call; other numbers are inactive results; i = inactive; . = no result given.
SMILES,DDE Tn6 FP inh,ADAM17 inh,KLK7 zymogen act,TDP2 absorb,ASAP1 GAP inh,ADAM10 inh,Tn7 DDE FP,LEDGF integ inh,ARFGAP1 inhibitor,PLCg1 inh
CCCCOC(=O)c1ccc(NC(=O)CSc2nnnn2C)cc1,3,1,-0.1,14,-11,1,0,1,-10,5
O=C(Nc1cccc2nsnc12)c1ccc2c(c1)OCO2,6,-10,0.9,2,3,-15,0,0,1,-106
CC(=O)c1cccc(NC(=S)N2CCN(S(=O)(=O)c3ccccc3)CC2)c1,7,0,0.8,9,12,-6,3,1,-2,-4
CCOC(=O)c1cc(NC(=O)N(C(C)C)C(C)C)c(C)nc1C,2,-9,0.5,5,7,-15,6,-1,3,-8
COC(CN(C)C(=O)C1CCC(CNS(=O)(=O)c2ccc(C)cc2)CC1)OC (stereo not drawn),-4,-3,-0.1,1,-3,-8,-3,-1,-10,0
CCOc1ccc(CNC(=O)CCS(=O)(=O)Cc2ccc(C)cc2)cc1OC,9,-2,0.6,7,-11,-5,-2,-4,-12,3
COc1ccc(NC(=O)CC2Nc3cc(C)c(C)cc3NC2=O)c([N+](=O)[O-])c1 (stereo not drawn),-7,0,-0.5,-6,17,-2,0,-1,-3,3
CCCCN(C(=O)c1[nH]c(C)c(C(=O)OCC)c1C)c1c(N)n(CCCC)c(=O)[nH]c1=O,1,-7,0.7,-5,9,-14,-8,2,-10,-1
COCC(=O)N/N=C/c1ccc(Sc2nc3ccccc3s2)o1,-2,-2,0.4,2,21,1,4,1,17,-2
CC(C)Oc1cccc(NC(=O)C2(C)CCN2C(=O)C(C)C)c1 (stereo not drawn),7,-2,-0.8,10,-9,-7,8,-2,4,0
CCOC(=O)c1sc2c(c1C)C(c1cccs1)C1=C(CCCC1=O)N2 (stereo not drawn),2,i,-78,10,-4,i,1,0,9,i
CN=C1S/C(=C/c2cc(C)n(-c3ccc(Cl)cc3F)c2C)C(=O)N1C,7,-4,.,-6,.,-2,0,2,.,-11
COc1ccc(CCC(=O)NCCS(=O)(=O)N2CCN(c3ccc(OC)cc3)CC2)cc1,0,1,-0.4,14,-4,-6,-1,0,-6,-3
CCn1c(SCC(=O)N2CCCc3ccccc32)nnc1-c1c[nH]c2ccccc12,-6,-3,-0.8,-13,9,4,4,-1,12,2
CN1CCN(S(=O)(=O)c2ccc(C(=O)NC3CCCCC3)cc2)CC1,2,-2,-0.3,-7,7,8,-1,4,3,1
CCn1nc(NS(=O)(=O)c2ccc([N+](=O)[O-])cc2)c2cc3ccccc3nc21,-2,-7,0.2,12,-10,-7,1,-1,-6,-3
COc1c(C)oc2cc(O)ccc2c1=O,-5,-340,-6.3,0,1,i,4,0,9,i
O=C(O)c1cc(NS(=O)(=O)c2cccc3nsnc23)cc(C(=O)O)c1,0,-3,0.0,2,9,1,-3,1,9,1
CC1(C)Cc2c(cnn2-c2ccccc2)C(NC(=O)CCCN2CCCC2=O)C1 (stereo not drawn),-3,2,-0.1,-3,-22,2,2,-1,13,-1
Cc1cnc(NC(=O)Cc2ccc(C)c(C)c2)s1,1,0,-0.4,-4,-2,7,-11,2,-1,2
COc1cc(OC)nc(NC(=O)CSc2nc3ccccc3o2)n1,-5,1,-0.5,7,-7,1,-1,5,-3,4
Cc1cc(Cl)n2nc(C)c(-c3ccc(Cl)cc3)c2n1,-3,-4,-0.2,-4,-2,-11,0,-7,5,-5
COc1ccccc1Nc1nc2ccccc2[nH]1,3,-3,-0.1,-5,9,-4,0,-1,0,2
Cc1ccc(S(=O)(=O)N2[C@H](CC(=O)c3ccc(F)cc3)OC[C@@H]2C)cc1,-2,-1,0.9,8,-12,-9,3,-1,-6,-2
Cc1cccc(C)c1NC(=O)CNC(=O)C1CCCN(C(=O)c2ccc(Cl)cc2)C1 (stereo not drawn),-1,-2,-0.2,-2,5,-4,-4,3,-8,-1

# Later entries:
SMILES,DDE Tn6 FP inh,ADAM17 inh,KLK7 zymogen act,TDP2 absorb,ASAP1 GAP inh,ADAM10 inh,Tn7 DDE FP,LEDGF integ inh,ARFGAP1 inhibitor,PLCg1 inh
CCOc1ccc(NC(=O)Nc2ccc3nsnc3c2)cc1,-3,-6,0.6,10,5,-6,7,-1,4,-23
O=C(CSc1nc(-c2ccco2)cc(C(F)(F)F)n1)NC1CCCC1,6,-5,0.1,10,0,-9,4,-2,-8,-2
COCCn1c(SCC(=O)Nc2ccc(Cl)c(S(=O)(=O)N(C)C)c2)nc2ccccc21,6,3,0.0,1,-5,1,2,-1,0,0
CCOC(=O)CNC(=O)c1ccccc1Br,-1,-1,-0.3,-10,0,0,-7,0,14,1
CC1CCCC(NC(=O)c2ccc(COc3ccccc3)o2)C1C (stereo not drawn),3,2,-0.2,-3,-11,9,1,2,-6,0
Cc1ccccc1CN1CCCCC(NC(=O)c2c(F)cccc2F)C1=O (stereo not drawn),5,2,0.1,7,.,-6,5,5,.,0
CCn1cnc2cc(NCc3ccc(N(C)C)cc3)ccc21,-2,-10,0.2,-3,-13,-19,-5,-6,0,-6
COc1ccc(C(C)=O)cc1COC(=O)C1CC(=O)N(Cc2ccccc2)C1 (stereo not drawn),-1,-5,-0.8,-3,7,-6,-3,2,-4,2
CCOC(=O)C1CCCN(C(=O)Cc2ccc(C)cc2)C1 (stereo not drawn),-7,-1,-0.4,-6,8,3,-8,1,-1,1
COC(=O)c1sc(NC(=O)/C=C/c2ccc(C)o2)nc1C,0,-7,0.4,4,2,-29,8,0,-12,-35
COCCNc1nc2nonc2nc1N1C[C@H]2CC[C@H]1C2,-1,0,-0.3,-7,5,0,-1,-2,-7,3
C=CCc1ccc(OCC(O)CN2CCN(c3ccccc3)CC2)c(OC)c1 (stereo not drawn),-4,-3,-0.3,9,-10,-4,-3,1,11,3
Cc1ccc(NC(=O)CNCc2ccccc2)c(Br)c1,0,3,0.0,4,-1,5,6,1,-12,-2
O=C1CC2(CCCC2)C(=O)N1CN1CCN(S(=O)(=O)c2ccc(F)cc2F)CC1,-5,-1,0.2,-8,1,-13,-5,1,5,3
OCCN1CCN(C(=S)c2ccc(-c3ccccc3)cc2)CC1,5,0,-0.8,4,-12,-5,3,3,-2,-1
COc1ccc(C(=O)Nc2cc(OC)ccc2OC)cc1,13,-6,-0.2,4,-4,-8,1,3,-8,-3
C[C@H](NS(=O)(=O)c1ccc2c(c1)OCCCO2)C(=O)N1CCN(c2ccc(F)cc2)CC1,-5,-5,-0.1,-6,9,-10,-3,-3,9,-4
O=C(NCCCn1ccnc1)c1cccc(S(=O)(=O)NCc2ccccc2)c1,2,-2,0.1,21,4,-5,3,-2,-1,0
O=C(c1ccc(Cn2c(=O)[nH]c3ccccc3c2=O)cc1)N1CCN(c2ccccc2)CC1,-6,-7,0.7,7,-7,0,7,0,6,1
CC(C)NC(=O)Cn1c(=O)n(CC(=O)N2CCCCC2)c(=O)c2sccc21,-3,-2,-0.4,13,-7,1,5,0,-12,1
O=C(CSc1nnc(NC(=O)Cc2ccc(F)cc2)s1)NCc1ccco1,-1,-2,0.8,14,11,6,2,-1,12,0
CCN(C(N)=S)c1ccccc1,2,-8,0.2,6,-1,0,2,-1,3,-2
CCCN(CC(=O)Nc1ccccc1C)C(=O)c1oc2ccc(OCC)cc2c1C,1,-5,0.4,-2,-2,-24,6,0,-4,-8
CC(C)=CC(O)C/C(C)=C/COc1ccc2ccc(=O)oc2c1 (stereo not drawn),3,-493,-20,-6,4,i,-5,6,-8,-230
O=[N+]([O-])c1ccc(O)c(C=Nc2cccc3ccccc23)c1,-2,-26,-9.4,-9,12,-63,3,-2,-8,-34

# Other compounds follow.
SMILES,DDE Tn6 FP inh,ADAM17 inh,KLK7 zymogen act,TDP2 absorb,ASAP1 GAP inh,ADAM10 inh,Tn7 DDE FP,LEDGF integ inh,ARFGAP1 inhibitor,PLCg1 inh
C[C@H](CO)N1C[C@H](C)[C@@H](CN(C)S(C)(=O)=O)OCc2cnnn2CCCC1=O,0,-1,0.5,-1,-2,-7,-3,3,-12,-1
CCOC(=O)[C@@H]1[C@H]2COc3cc(OC)ccc3[C@H]2N2C(=O)N(c3cccc(F)c3)C(=O)[C@]12C,-5,-2,0.5,-6,7,11,5,0,14,2
CCN(CC)c1ccc(NC(=O)CCCCC(=O)Nc2ccc(N(CC)CC)cc2)cc1,-3,4,0.0,-10,9,7,2,-5,-5,-1
CCc1ccc(NC(=O)CCNC(=O)Cn2ccc3ccccc3c2=O)cc1,0,0,0.2,0,6,1,-7,-1,9,0
O=C(NCc1ccccn1)C1CCN(S(=O)(=O)N2CCCCC2)CC1,-5,-6,0.1,4,5,-11,4,-4,-2,-5
COc1ccc(NC(=S)N2CCNC(=O)C2CC(=O)Nc2cccc(Cl)c2C)cc1 (stereo not drawn),9,0,-0.4,6,-9,-2,-10,1,-10,-1
C#CCCOC(=O)N1C2=NC(C(=O)OC)=C(C(=O)OC)[C@@H]3N(C)c4ccccc4[C@]23C[C@H]1C(=O)OC,2,-1,0.1,6,12,0,-1,-3,13,3
CNC[C@@H]1OCc2ccccc2-c2c(n(C)c3ccccc23)C(=O)N([C@H](C)CO)C[C@@H]1C,-7,2,-0.7,-3,3,2,-7,-1,7,1
COC(=O)c1ccc(Sc2ccccc2NS(=O)(=O)c2ccc(OC)cc2)nc1,3,-5,-0.3,2,-15,-4,1,-1,-9,1
Cc1ccc(C(=O)COC(=O)c2ccc(-c3cnc4ccccc4n3)cc2)cc1C,4,-7,-0.3,8,4,-10,3,0,-1,-7
N#Cc1cc(NC(=O)c2ccc(Cl)cc2)ccc1Sc1ccccc1,-12,5,-14,-7,16,6,0,-2,-5,-12
COc1cccc(-c2ccc(C3=CC(=O)CC(C)(C)C3=O)cc2)c1OC,-10,-1,0.7,4,1,-4,3,-1,5,1
N#CCCN(C(=O)COC(=O)CCN=C1NS(=O)(=O)c2ccccc21)c1ccc(F)cc1,0,-2,-0.4,0,-1,-3,-7,2,10,0

# 3 compounds already listed, arranged by SMILES length, highest first:
SMILES,DDE Tn6 FP inh,ADAM17 inh,KLK7 zymogen act,TDP2 absorb,ASAP1 GAP inh,ADAM10 inh,Tn7 DDE FP,LEDGF integ inh,ARFGAP1 inhibitor,PLCg1 inh
CC(C)Oc1cccc(NC(=O)C2(C)CCN2C(=O)C(C)C)c1 (stereo not drawn),7,-2,-0.8,10,-9,-7,8,-2,4,0
O=C(Nc1cccc2nsnc12)c1ccc2c(c1)OCO2,6,-10,0.9,2,3,-15,0,0,1,-106
COc1ccccc1Nc1nc2ccccc2[nH]1,3,-3,-0.1,-5,9,-4,0,-1,0,2
